HIV fusion peptide: inhibitors of HIV fusion peptide binding, primary screen, biochemical, uHTS, fluorescence dequenching (AID 1986). cell-free peptide binding, fluorescence dequenching, 30 min; higher % means a stronger effect. one-dose inhibition, % at 20 µM; IC50 in µM for titrated hits. hit rate 0.3% among 290,000; in the data active = inhibition mostly above about 52%, no sharp cut-off; inactive = mostly below about 76%; note: some results filed as inactive read as strong as hits
XIAP displacement: small molecules displacing peptide from XIAP – biochemical, IAP family, fluorescence polarization (AID 1018); XIAP BIR domain, fluorescence polarization peptide displacement; higher % means a stronger effect; displacement, % at 20 µM, or IC50 in µM where a hit was titrated; hit rate 0.007% among 200,000; in the data active = displacement above about 50%; note: a part of the inactive calls stands beside numbers as strong as those of hits
RSV antiviral HEp-2: RSV antiviral activity via CPE protection, HEp-2 cells, primary 10 µM value included (AID 2391) | HEp-2 cells, RSV-induced CPE inhibition; higher % means a stronger effect | one-dose CPE inhibition, % at 10 µM; IC50 in µM for titrated hits | hit rate 0.13% among 310,000; in the data active = a potency from the dose series; inconclusive = CPE inhibition mostly from about 23% at the one dose, without a potency; inactive = the rest, 99 in 100 with CPE inhibition below about 21%; note: strong numbers were not always called active
LYP inhibition: PTPN22 lymphoid phosphatase activity blockers – biochemical, fluorescence intensity, uHTS (AID 1779); inhibition, % at 11.5 µM; hits with a dose series show IC50 in µM; hit rate 0.054% among 290,000; recombinant LYP phosphatase, fluorescence intensity; higher % means a stronger effect; in the data active = inhibition above about 50%;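 note: plate controls were vehicle with enzyme for no effect and no enzyme for full effect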
Dengue-2 NS5 capping: Dengue-2 NS5 methyltransferase inhibitors, primary screen, biochemical, confirmation dose response (AID 588689); Dengue-2 NS5 methyltransferase capping enzyme assay, biochemical; higher % means a stronger effect; one-dose inhibition, % at 25 µM; IC50 in µM for titrated hits; hit rate 0.3% among 340,000; in the data active = a potency from the dose series; inconclusive = inhibition above about 29% without an active follow-up result
AID2073: inhibitors of Mint1-CaV2.2 protein interaction, biochemical, HTRF (AID 2073) | HTRF protein-protein interaction, Mint1-CaV2.2; higher % means a stronger effect | one-dose inhibition, % at 20 µM; IC50 in µM for titrated hits | hit rate 0.19% among 290,000; in the data active = inhibition mostly above about 51%, no sharp cut-off; inconclusive = no clear call, values can overlap the other calls; inactive = mostly below about 53%; note: some results filed as inactive read as strong as hits
SV40 large T antigen: TAg ATPase/helicase activity blockers – biochemical (AID 1903). hit rate 0.39% among 310,000. inhibition, % at 20 µM, or IC50 in µM where a hit was titrated. SV40 large T antigen ATPase/helicase inhibition assay; higher % means a stronger effect; in the data active = a potency from the dose series; inconclusive = inhibition mostly from about 32% at the one dose, without a potency; inactive = the rest, 99 in 100 with inhibition below about 32%; note: strong numbers were not always called active
SIAH1 antagonists: blockers of Siah-1 interaction with plectin peptide – biochemical, fluorescence polarization, rhodamine-plectin, uHTS, primary screen (AID 1817); Siah-1 / rhodamine-plectin peptide fluorescence polarization; higher % means a stronger effect; one-dose displacement, % at 20 µM; IC50 in µM for titrated hits; hit rate 0.02% among 290,000;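 active = displacement of at least 50% at 20 µM, with a fluorescence ratio check between 0.3 and a set limit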;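 note: plate controls were Siah plus tracer with DMSO for no effect and tracer alone without Siah for full effect; strong numbers were not always called active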
MgcRacGAP inhibition: MgcRacGAP GTPase-activating activity inhibitors, confirmation, biochemical, ADP Hunter fluorescence; AID 624330; hit rate 0.6% among 340,000; inhibition, % at 30 µM; hits with a dose series show IC50 in µM; MgcRacGAP-stimulated Rac1 GTP hydrolysis, ADP Hunter fluorescence; higher % means a stronger effect; GST-tagged Rac1 F28L mutant substrate;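 active = first-screen hits whose inhibition reached a set limit at any dose in the follow-up dose series; inconclusive = inhibition above the set first-screen limit but never retested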;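 note: fluorescence reports GDP produced by GAP-driven GTP hydrolysis; strong numbers were not always called active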
Dengue-2 NS5 capping pilot replicate: also measured in Dengue-2 NS5 capping; calls as there; inhibition, %; measured here: pilot screen replicate inhibition
* = called active by the depositor; u = inconclusive; x = no result given.

SMILES	HIV fusion peptide	XIAP displacement	RSV antiviral HEp-2	LYP inhibition	Dengue-2 NS5 capping	AID2073	SV40 large T antigen	SIAH1 antagonists	MgcRacGAP inhibition	others
O=C(NCc1ccc2c(c1)OCO2)c1cccc(Cl)c1	-0.3%	4.0%	-0.3%	-2.2%	-4.2%	10.1%	-5.7%	-0.8%	3.4%
CC(=O)c1cccc(NC(=O)c2nccnc2C(=O)O)c1	0.2%	-0.4%	-0.1%	-6.3%	-0.8%	-3.8%	2.7%	-1.0%	7.4%
O=C1Cc2cc(CCN3CCN(c4nsc5ccccc45)CC3)c(Cl)cc2N1	-2.5%	-10.2%	x	-3.6%	x	26.1%	8.2%	-0.3%	x
Cc1c(C(=O)NC2=NCCS2)oc2ccccc12	0.3%	3.7%	2.1%	2.8%	2.4%	2.6%	6.8%	1.0%	10.8%
CC(=O)Nc1c(-c2ccccc2)nc2cc(C)ccn12	-1.4%	x	-0.1%	-3.9%	x	12.6%	3.8%	-5.1%	8.4%
CCC(=O)NC(Nc1cccc(C)n1)(C(F)(F)F)C(F)(F)F	-0.2%	-6.6%	1.2%	-3.7%	-6.3%	-5.9%	13.2%	1.5%	0.1%
Cc1cccc(C)c1OCC(=O)NNC(=O)CCNC(=O)c1ccco1	x	x	-1.2%	x	2.9%	x	10.0%	x	7.2%
O=C(NCCn1ccc2ccccc21)c1ccc(S(=O)(=O)N2CCOCC2)cc1	0.5%	-4.1%	2.4%	3.1%	-1.4%	0.3%	5.1%	-2.6%	-1.6%
CC1CCCC(CC(=O)O)(CC(=O)O)C1 (configuration not stated)	0.4%	x	0.9%	-6.2%	x	2.0%	6.9%	2.1%	2.3%
COc1cc(NC(=S)NCc2ccco2)cc(OC)c1	1.2%	-9.2%	0.4%	6.2%	-1.6%	-16.3%	21.4%	-0.4%	3.1%
COc1cc(OC)c2c(C)cc(=O)oc2c1C(CCN1CCN(c2ccccc2)CC1)c1ccc2c(c1)OCO2 (configuration not stated)	-1.2%	x	0.2%	4.8%	-2.5%	24.1%	3.1%	-0.9%	2.2%
COc1ccc(OC)c(/C=C2\SC(=S)N(NS(=O)(=O)c3ccc(C)cc3)C2=O)c1	21.4µM*	x	3.3%	2.6%	40.5%	7.6%	23.1%	10.0%	7.5%
O=C(CN1CCOCC1)NCc1ccc(F)cc1	-1.5%	x	0.7%	-5.5%	-0.7%	8.1%	3.6%	-1.1%	5.3%
CCOc1ccc(CN2CCNC(=O)C2CC(=O)NCC2CCOCC2)cc1 (configuration not stated)	0.4%	x	1.2%	-10.3%	-1.9%	3.6%	10.2%	4.2%	6.9%
Cc1nc(N2CCN(C)CC2)c2c(C)c(C(=O)Nc3ccc(F)cc3)sc2n1	1.8%	-3.6%	-2.5%	-4.0%	1.1%	3.1%	0.5%	3.7%	15.9%
CN(C)C(=O)C(=O)c1cccn1-c1ccccc1C#N	2.8%	-5.3%	0.4%	-9.0%	-3.3%	0.1%	11.7%	0.2%	2.2%
CC1(OC(=O)C2CCCC2)C(=O)C=C2C=C(c3ccsc3)OC=C2C1=O (configuration not stated)	41.4%	x	1.5%	-0.1%	16.0%	23.5%	29.5%	2.1%	9.3%
COc1cc(C=C2C(=O)c3ccccc3C2=O)ccc1O	-1.2%	x	-0.5%	-0.7%	25.4%	5.5%	15.1µM*	12.8%	15.4%
CCNC(=O)NC(=O)C(C)Sc1nnc(COc2ccccc2Cl)o1 (configuration not stated)	-2.6%	-1.2%	0.6%	-1.9%	-7.6%	-6.2%	1.5%	-3.1%	5.2%
CC(C)(C)n1cnc2cc(NC(=O)c3ccccc3)ccc21	-1.9%	x	4.8%	-9.3%	-3.5%	-2.3%	4.5%	1.6%	11.4%
CC(OC(=O)c1ccc2c(c1)OCCO2)C(=O)c1ccccc1 (configuration not stated)	x	x	-0.9%	x	1.4%	x	9.8%	x	2.8%
CS(=O)(=O)N(CC(=O)NCCSCc1cccc(Cl)c1)c1ccc2c(c1)OCO2	0.3%	-4.1%	-0.9%	-3.4%	-5.4%	1.3%	11.1%	0.8%	3.7%
Cc1cc2n(n1)C(c1sccc1C)Nc1ccccc1-2 (configuration not stated)	-2.3%	5.6%	2.4%	-3.2%	-4.8%	-10.9%	1.5%	0.4%	5.2%
CCOC(=O)CNC(=O)CSc1nc2cccnc2n1C	-2.0%	-2.8%	0.2%	-8.6%	-8.8%	-4.7%	3.1%	2.9%	1.4%
CCOc1ccc(S(=O)(=O)NCCC(=O)OCC(=O)c2ccc(NC(C)=O)cc2)cc1	x	x	0.7%	x	2.9%	x	0.2%	x	10.1%

Arranged by formula weight (descending): eight of the compounds above.
SMILES	HIV fusion peptide	XIAP displacement	RSV antiviral HEp-2	LYP inhibition	Dengue-2 NS5 capping	AID2073	SV40 large T antigen	SIAH1 antagonists	MgcRacGAP inhibition	others
CS(=O)(=O)N(CC(=O)NCCSCc1cccc(Cl)c1)c1ccc2c(c1)OCO2	0.3%	-4.1%	-0.9%	-3.4%	-5.4%	1.3%	11.1%	0.8%	3.7%
COc1ccc(OC)c(/C=C2\SC(=S)N(NS(=O)(=O)c3ccc(C)cc3)C2=O)c1	21.4µM*	x	3.3%	2.6%	40.5%	7.6%	23.1%	10.0%	7.5%
CCOc1ccc(CN2CCNC(=O)C2CC(=O)NCC2CCOCC2)cc1 (configuration not stated)	0.4%	x	1.2%	-10.3%	-1.9%	3.6%	10.2%	4.2%	6.9%
CCC(=O)NC(Nc1cccc(C)n1)(C(F)(F)F)C(F)(F)F	-0.2%	-6.6%	1.2%	-3.7%	-6.3%	-5.9%	13.2%	1.5%	0.1%
CC(OC(=O)c1ccc2c(c1)OCCO2)C(=O)c1ccccc1 (configuration not stated)	x	x	-0.9%	x	1.4%	x	9.8%	x	2.8%
CC(C)(C)n1cnc2cc(NC(=O)c3ccccc3)ccc21	-1.9%	x	4.8%	-9.3%	-3.5%	-2.3%	4.5%	1.6%	11.4%
Cc1cc2n(n1)C(c1sccc1C)Nc1ccccc1-2 (configuration not stated)	-2.3%	5.6%	2.4%	-3.2%	-4.8%	-10.9%	1.5%	0.4%	5.2%
CC1CCCC(CC(=O)O)(CC(=O)O)C1 (configuration not stated)	0.4%	x	0.9%	-6.2%	x	2.0%	6.9%	2.1%	2.3%

The list continues:
SMILES	HIV fusion peptide	XIAP displacement	RSV antiviral HEp-2	LYP inhibition	Dengue-2 NS5 capping	AID2073	SV40 large T antigen	SIAH1 antagonists	MgcRacGAP inhibition	others
COc1cc(/C=N/NC(=O)CCN2CCN(C)CC2)cc2c1OCO2	1.8%	x	0.9%	-7.6%	-6.5%	6.0%	10.2%	7.0%	25.6%
O=C(CN1CCN(c2ccccc2F)CC1)N1CCc2ccccc21	-3.0%	x	1.1%	-10.2%	-9.1%	11.1%	6.8%	-2.8%	12.7%
COCCCNC(=O)CNC(=S)N(Cc1ccccc1)Cc1cccnc1	-0.2%	3.4%	0.9%	-8.1%	-6.1%	2.7%	2.0%	9.0%	8.8%
CCCCCC(/C=N/Nc1ccc(S(=O)(=O)N2CCOCC2)cc1[N+](=O)[O-])=C\c1ccccc1	-4.3%	-8.4%	0.9%	4.5%	4.5%	5.4%	12.6%	4.9%	6.5%
CC1(NC(=S)N(CCO)CCO)CCS(=O)(=O)C1 (configuration not stated)	5.3%	-7.4%	0.5%	-4.4%	2.2%	1.5%	9.4%	-4.9%	6.4%
COc1ccccc1C(=O)Nc1c(C)n(C)n(-c2ccccc2)c1=O	-0.7%	-4.9%	1.1%	-6.5%	4.1%	6.3%	20.2%	-1.2%	2.2%	Dengue-2 NS5 capping pilot replicate=-2.7
CCCCCCn1cc(C(=O)O)c(=O)c2cc(F)c(N3CCN(C)CC3)cc21	-1.0%	x	5.1%	-7.7%	x	0.1%	7.8%	5.4%	5.8%
Cc1sc2ccccc2[n+]1CC(=O)O	3.3%	x	0.2%	-8.6%	4.6%	-12.9%	32.3%	4.9%	u
CNc1ccc(S(=O)(=O)NCC(=O)OCC(=O)Nc2cccc(Cl)c2Cl)cc1[N+](=O)[O-]	7.7%	-11.7%	1.6%	-2.5%	-2.9%	1.5%	-1.4%	-1.7%	6.6%
O=C(CSc1nnc(-c2ccccc2)n1-c1ccccc1)N1c2ccccc2Sc2ccccc21	1.0%	-5.5%	2.8%	6.4%	-3.3%	7.1%	4.9%	-2.4%	10.6%
O=C(CNc1ccc(Br)cc1)c1ccccc1	6.0%	-4.1%	8.8%	5.1%	0.0%	8.9%	6.5%	-0.9%	5.5%
O=C(CSc1nccc(-c2cccs2)n1)Nc1ccccc1	-0.7%	x	x	-5.3%	-2.4%	8.0%	7.9%	11.8%	9.9%
COCCCn1c(=O)c2ccccc2c2ccccc2c1=O	0.9%	-4.8%	0.0%	-6.6%	-5.6%	8.4%	-0.6%	-3.9%	6.2%
Cc1c(C(=O)N2CCCC2)oc2c1-c1nn(CC(=O)NCCCN3CCCCC3C)cc1CC2 (configuration not stated)	1.6%	x	-1.0%	-4.8%	6.2%	-0.2%	x	-6.6%	-6.1%
COc1cccc(NC(=O)N2CCCC2C(=O)Nc2ccc3c(c2)OCCO3)c1 (configuration not stated)	-1.2%	-1.6%	-1.0%	-0.1%	-0.3%	3.1%	7.0%	4.7%	9.6%
CC12CCC(=O)N1C(C(=O)NCc1ccccc1Cl)CS2 (configuration not stated)	x	x	0.5%	x	-2.2%	x	15.7%	x	3.2%
O=C(C1=C(O)C(=O)N(CCN2CCOCC2)C1c1ccc(Br)cc1)c1cc2ccccc2o1 (configuration not stated)	7.5%	x	5.5%	2.9%	-8.9%	35.0%	16.5%	-0.5%	6.6%
CCC(C)(C)NC(=O)C(c1ccco1)N(C(=O)c1csnn1)c1cccc(F)c1 (configuration not stated)	-0.2%	1.5%	1.6%	-2.3%	-1.3%	1.3%	1.5%	6.3%	-1.8%
O=C(NCc1cccnc1)NC1(c2ccccc2)CC1	0.0%	-7.8%	0.2%	-6.6%	-2.1%	29.1%	2.6%	0.2%	0.2%
O=C(Oc1ccc(-c2nnco2)cc1)C1CCN(C(=O)c2ccc(F)cc2)CC1	0.5%	x	0.4%	-8.9%	-7.5%	5.6%	5.5%	-0.8%	6.1%
COc1cc(/C=N/OCC(=O)Nc2cc(C)on2)ccc1OCc1ccccc1	3.4%	-7.6%	2.8%	-0.8%	-5.9%	u	1.5%	31.6%	5.8%
C=CCSc1nnc(NC(=O)CN2C(=O)NC3(CCCC3)C2=O)s1	0.0%	x	0.6%	-9.2%	-4.5%	3.2%	-4.1%	0.1%	3.2%
CCOC(=O)N1CCN(C(=O)C2CC(=O)N(c3ccc(C)cc3)C2)CC1 (configuration not stated)	x	x	-2.6%	x	0.0%	x	19.9%	x	-5.0%

Compound activity deposited in PubChem BioAssay by several laboratories.
